Screening results deposited in PubChem by National Center for Advancing Translational Sciences (NCATS).
Imprint erasure = induces erasure of genomic imprints in mouse ES cells; AID 1948; hit rate 0.02% among 110,000; Potency, µM (doses to about 60.7 µM), for inactives: at the top dose activity change, positive = activation, most hits filed as activators; mouse ES Peg3-LacZ reporter, beta-gal luminescence, 40 h;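 also: 0% = negative control wells on the plate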
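Imprint erasure is scored as LacZ activity from the silenced maternal Peg3 allele in feeder-free female ES cells cultured 40 h with LIF. Luminescence is normalized to in-plate negative controls and fitted to the Hill equation.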
p53ts 32C kill = cytotoxicity in p53ts cells at permissive temperature. H1299-p53A138V at 32C, ATP luminescence viability, 24 h. hit rate 0.93% among 130,000. AID 924. Potency, µM (highest dose often 46.1 µM), for the others: top-dose activity change, negative = cytotoxicity, actives largely listed as cytotoxic;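 also: 0% = DMSO and -100% = full killing by reference compound; nearly all actives have a fitted effect of over 55% in size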
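H1299-p53 A138V cells (temperature-sensitive p53) exposed 24 h to up to 46 uM compound at 32C, where p53 is wild-type in conformation. Viability read as ATP luminescence and normalised to DMSO and 100 uM tamoxifen. AC50 fitted with the Hill equation.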
IkB signaling = suppresses IkB signaling in ABC-DLBCL reporter cells | ABC-DLBCL IkBa-CBG/CBR dual luciferase ratio, 4 h; response scale: scaled: untreated 0%, proteasome inhibitor 100% | Potency, µM (series often up to 57.1 µM), for inactives: at the highest dose IkBa stabilization activation | hit rate 0.04% among 110,000 | AID 445; active = well fitted curve in the direction sought with a large enough effect in the signal ratio, not every such curve was filed as active; inconclusive = small, poorly fitted or top-dose-only effect, or a change in a side signal; the % refers to the signal ratio;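 also: the direction sought is a rising ratio; 0% = basal untreated cells and 100% = reference inhibitor full response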
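Luminescence ratio of IκBα-fused green versus native red beetle luciferase in OCI-Ly3 cells, 4 h post-doxycycline with compound; red signal alone, scaled from basal (0%) to zero light (-100%), flagged nonspecific or cytotoxic effects.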
p53ts 39C tox = kills p53ts cells at the nonpermissive temperature | H1299-p53A138V viability at 39C, ATP luminescence, 24 h | Potency, µM (highest dose often 46.1 µM), for the others: top-dose activity change, negative = cell killing, usual class: cytotoxic | hit rate 1.5% among 130,000; also: nearly all actives have a fitted effect of over 55% in size
The depositor's hits bear a star; ? = inconclusive; · = no result given; [ ] = remark or other dose. Unless noted, calls follow the shape of the dose curve; as a rule, active = well fitted curve in the direction sought with a large enough effect; inconclusive = small, poorly fitted or top-dose-only effect, or another doubt; inactive = no such curve, though single readings can be large; an effect the other way counts as inactive or inconclusive. Unless noted, % is scaled to controls: 0 for no effect and ±100 for the full control effect; potency is read from the fitted curve at half-maximal effect.

The opening 4 records as a preview:
SMILES	Imprint erasure	p53ts 32C kill	IkB signaling	p53ts 39C tox
O=C(CC1(O)C(=O)Nc2cc(Cl)cc(Cl)c21)c1ccccc1O (stereo not drawn)	-15%	?	4.6%	6%
CCOCCn1c(N2CCN(c3ccc(OC)cc3)CC2)nc2c1c(=O)n(C)c(=O)n2C	-14%	0%	-0.7%	0%
CN(C(=O)c1ccc(NC(=O)C2CC=CCC2C(=O)O)cc1)c1ccccc1 (stereo not drawn)	-15%	3%	-1.9%	9%
CSc1ccc(CNC(=O)c2sc3ncnc(N(C)C4CCCCC4)c3c2C)cc1	-8%[10.9 µM]	5%	?	-26%

The listing, repeating the preview:
SMILES	Imprint erasure	p53ts 32C kill	IkB signaling	p53ts 39C tox
O=C(CC1(O)C(=O)Nc2cc(Cl)cc(Cl)c21)c1ccccc1O (stereo not drawn)	-15%	?	4.6%	6%
CCOCCn1c(N2CCN(c3ccc(OC)cc3)CC2)nc2c1c(=O)n(C)c(=O)n2C	-14%	0%	-0.7%	0%
CN(C(=O)c1ccc(NC(=O)C2CC=CCC2C(=O)O)cc1)c1ccccc1 (stereo not drawn)	-15%	3%	-1.9%	9%
CSc1ccc(CNC(=O)c2sc3ncnc(N(C)C4CCCCC4)c3c2C)cc1	-8%[10.9 µM]	5%	?	-26%
Cc1sc2c(c1C)c(=O)n(-c1ccc(Cl)cc1)c(=O)n2Cc1cc(=O)n2cc(Br)ccc2n1	23%[10.9 µM]	1%	?	-3%
COC(=O)c1ccc(-c2ccc(CNCC(O)c3ccccc3)o2)cc1 (stereo not drawn)	-14%	-5%	0.9%	-8%
CN(C)S(=O)(=O)c1ccc(NS(=O)(=O)/C=C/c2ccccc2)cc1	-6%	1%	0.0%	-2%
OC(CN1CCCCC1)CN(c1ccccc1)c1ccccc1 (stereo not drawn)	-14%	-6%	0.2%	3%
CC[C@]1(c2ncc[nH]2)Cc2ccccc2O1	-3%	1%	0.0%	-11%
COc1ccc(C2CC(=O)C=C(NCCC(C)C)C2)cc1 (stereo not drawn)	·	-5%	·	4%
COc1cccc(C(=O)NCc2nc(-c3ccccc3)no2)c1OC	-12%[10.9 µM]	6%	?	-24%
Cc1c(NC(=O)CSc2nncc3ccccc23)c(=O)n(-c2ccccc2)n1C	-8%	13%	?	14%
OCC1OC(/C=C\c2ccccc2)C=CC1Oc1ccc2c(c1)OCO2 (stereo not drawn)	·	-7%[9.22 µM]	·	?
COCCn1c(=O)c(-c2cc(F)cc(F)c2)nc2cnc(OC)nc21	·	-11%	-0.7%[11.4 µM]	4%
COc1ccc(CCNC(=O)CCNS(=O)(=O)c2cccc3nsnc23)cc1OC	-6%	2%	1.2%	-1%
CCCCn1c(C(C)NC(=O)CCC)nc2ccccc21 (stereo not drawn)	-10%	5%	2.1%	-1%
CCOc1ccc(CC(=O)NCCc2csc(-c3ccc(C(F)(F)F)cc3)n2)cc1	-9%[10.9 µM]	10%	2.0%	-14%
Cc1c(Br)cc(C(=O)NCCCN2CCOCC2)c(C)c1C	-14%	-15%	0.4%	4%
CCOc1ccc(CNC23CN4CN(CN(C4)C2)C3)cc1	-4%	-7%	1.6%	3%
CCN(CC)c1ccc(CN(C(=O)Cc2coc3ccc(C)cc23)C2CCS(=O)(=O)C2)cc1 (stereo not drawn)	2%[10.9 µM]	17%	?	-8%
COc1ccc(NC(=O)C2=C(C)Nc3ncnn3C2c2sccc2C)cc1 (stereo not drawn)	-9%[10.9 µM]	0%	0.3%	-6%
O=C(CN1C(=O)CSC1=O)c1ccccc1	-12%	-4%	3.3%	-1%
C=CCn1c(=O)c2ccccc2n2c(SCC(=O)c3ccccc3)nnc12	-8%	4%	0.0%	-5%
CCCC(c1nnnn1Cc1ccc(OC)cc1)N1CCN(c2ccccc2)CC1 (stereo not drawn)	3%	-1%	1.8%	5%
CC(C)(C)Cn1nc(-c2ccc(Cl)cc2)c2c(N)ncnc21	-9%	-3%	-0.6%	-24%
Cc1nc2ccccc2n1CCc1nc2c3ccccc3nc(SCc3ccc(F)cc3)n2n1	-13%[10.9 µM]	14%	0.9%	?
COc1ccc(-c2nc3sc(CCNC(=O)c4ccc(Br)o4)c(C)n3n2)cc1	?	?	?	?
Cc1c(Cl)cccc1NC(=O)CSc1ncnc2c1sc1ccccc12	7%[10.9 µM]	-4%	2.8%	-33%
CCCOc1ccc(NC(=O)CC2C(=O)N(C)C(=S)N2Cc2cccs2)cc1 (stereo not drawn)	·	?	·	4%
COc1cccc(C2=NOC(C(=O)Nc3cc(C)nn3-c3ccccc3)C2)c1OC (stereo not drawn)	-22%	8%	2.9%	-4%
COc1ccc(CNC(=O)c2cc(-c3ccc(Br)s3)nc3ccccc23)c(OC)c1	-7%[10.9 µM]	-1%	-0.1%	?
CC(C)(C)CNCCO	-1%[10.9 µM]	3%[9.22 µM]	0.5%[11.4 µM]	2%[9.22 µM]
COc1ccccc1Nc1nc(C2(C)CCC(=O)O2)cs1 (stereo not drawn)	-2%	-16%	-0.4%	-15%
CN[C@@H](c1ccncc1)[C@@H](NC)c1ccncc1	-9%[10.9 µM]	-11%[9.22 µM]	-0.6%[11.4 µM]	3%[9.22 µM]
CCC(Sc1nc2cc(OC)c(OC)cc2c2nc(C)nn12)C(=O)NCc1ccco1 (stereo not drawn)	-4%	20%	-0.1%	-8%
O=C(NC1CCCCC1)C(c1ccncc1)N(Cc1ccc2c(c1)OCO2)C(=O)C(F)(F)F (stereo not drawn)	·	-9%	·	-5%
COc1ccc(C)cc1NC(=O)c1ccc2nc(Cc3ccccc3)oc2c1	14%[10.9 µM]	1%	?	22%
CCCCC(=O)Nc1cc2nn(-c3ccc(OCC)cc3)nc2cc1C	17%[10.9 µM]	6%	1.3%	4%
CCC(C)C1C(C#N)=C(N)OC2=C1C(=O)CC(C)(C)C2 (stereo not drawn)	-6%	-4%	2.2%	10%
CC(C)CN=C(N)N=C(N)N	-1%[10.9 µM]	1%[9.22 µM]	3.4%[11.4 µM]	-6%[9.22 µM]
COc1ccc(CCNC(=O)CSc2nc3ccccc3nc2Cc2ccc(Cl)cc2)cc1OC	30%[10.9 µM]	-4%	0.5%	-24%
Cc1nn(-c2ccc(N3CCOCC3)nn2)c(C)c1CCC(=O)Nc1ccc(F)cc1F	-13%[10.9 µM]	-8%	2.8%	11%
Cc1nnc(SCC(=O)NCc2ccc(Cl)cc2)[nH]c1=O	11%	6%	1.1%	-8%
CC12C(=O)N(CCC(=O)O)C(=O)C1C1C=CC2C1 (stereo not drawn)	3%	-13%	-0.2%	-11%
CSCCC(NS(=O)(=O)c1ccc2c(c1)oc(=O)n2C)C(=O)N1CCN(c2cccc(Cl)c2)CC1 (stereo not drawn)	20%[10.9 µM]	5%	?	5%
CC(C)(C)OC(=O)N1CCC[C@H]1c1nnc(SCc2c(Cl)cccc2Cl)o1	-23%	10%	0.2%	-4%
COc1ccc(N2CCN(C(=O)Cn3ncc4c3-c3cc(C)ccc3OC4)CC2)cc1	6%[10.9 µM]	3%	?	-9%
COc1cc(NC(=O)CSc2nc(C)c(C(=O)Nc3ccccc3)c(-c3ccc(OC)c(OC)c3)c2C#N)c(OC)cc1Cl	-14%[10.9 µM]	2%	?	1%
CCOc1ccc(NC(=O)CSc2nc3c(c(=O)n2C)SC(C)C3)cc1 (stereo not drawn)	-15%	-17%	-2.4%	8%
Cc1ocnc1C(=O)Nc1ccc(Cl)cc1	-62%[inhibitor]	10%	2.5%	-16%
More entries follow.
SMILES	Imprint erasure	p53ts 32C kill	IkB signaling	p53ts 39C tox
Cc1cc(NC(=O)c2ccc(F)cc2)ccc1-c1cc2ccccc2oc1=O	-14%[10.9 µM]	2%	?	8%
N#Cc1c(/N=C/c2ccco2)sc2c1CCCCC2	-10%	?	-1.7%	-14%
COc1ccc(CNCCC(c2ccc3c(c2)OCO3)c2ccccc2OC)cc1 (stereo not drawn)	-22%[10.9 µM]	?	?	16µM*
COC(=O)Cn1c(=O)cnc2ccccc21	7%	6%	-0.3%	7%
COc1ccc(NS(=O)(=O)c2cc(C(=O)O)ccc2C)cc1	-7%	5%	0.6%	0%
CN(C)c1ccc(-c2cncnc2N(C)Cc2ccco2)cc1	-12%	7%	-0.7%[11.4 µM]	-1%
Cc1cc(=O)[nH]c(SC/C=C/c2ccccc2)n1	-25%	5%	-1.3%	-4%
CCOC(=O)CSc1cccc2cccnc12	-36%[inhibitor]	?	?	-11%
CC1CN(C(=O)CCC(=O)NCc2ccc(F)cc2)c2cc(Cl)ccc2O1 (stereo not drawn)	-7%[10.9 µM]	-2%	0.1%	-19%
CCc1ccc(NC(=O)CSc2nccn2-c2ccc(OC)cc2)cc1	-12%[10.9 µM]	-3%	0.8%	-16%
O=C(CCc1nc(-c2cccs2)no1)Nc1ccccc1[N+](=O)[O-]	-10%[10.9 µM]	5%	0.3%	2%
COC(=O)CCC(=O)Nc1ccc(Br)cc1	·	2%	·	-8%
CCCCC(CC)COC(=O)c1ccc(N(C)C)cc1 (stereo not drawn)	-10%	-19%[1.84 µM]	-1.5%	2%
O=C(CSc1ncc2c(n1)-c1ccccc1N(Cc1ccccc1)S2(=O)=O)Nc1ccccc1	-7%[10.9 µM]	8%	-1.3%	3%
CCN1CCN(c2ncc3c(n2)CCN(Cc2cccc(F)c2F)C3)CC1	-13%[10.9 µM]	4%	-1.0%	-28%
CCn1c(SCC(=O)NCc2ccco2)nnc1C(C)C	3%	7%	?	4%
CC(=O)c1cccc(NC(=O)c2ccc3nc(Cc4ccccc4)oc3c2)c1	-13%[10.9 µM]	1%	?	-12%
CCOc1ccccc1NC(=O)C1=C(C)Nc2ncnn2C1c1ccc(C)o1 (stereo not drawn)	-6%[10.9 µM]	3%	-0.3%	4%
COc1ccc(NC(=O)c2cc(C)on2)cc1OC	-12%	-10%	-1.6%	7%
CCOc1cccc(C2c3[nH]c4ccccc4c3CCN2C(=O)CCc2ccccc2)c1 (stereo not drawn)	-8%[10.9 µM]	-23%	-1.2%	8%
Cc1cnc(CNc2ncncc2-c2cccc(C#N)c2)cn1	0%	2%	0.8%[11.4 µM]	4%
CCOC(=O)c1ccc(NS(=O)(=O)c2ccc(-c3cc(C)no3)cc2)cc1	-3%[10.9 µM]	11%	?	0%
CC1Cc2nc(SCC(=O)NC3CCCCC3)n(C)c(=O)c2S1 (stereo not drawn)	-6%	-9%	1.9%	-7%
CCC(Sc1nc2ccccc2c2nc(CCc3c(C)n[nH]c3C)nn12)C(=O)Nc1ccc(F)cc1 (stereo not drawn)	-9%[10.9 µM]	?	-1.2%	?
COC(=O)C(C)Sc1ncnc2c1nnn2-c1ccc(F)cc1 (stereo not drawn)	·	-12%	·	16%
COc1cc(NC(=O)CSc2ccc(-c3sc(C)nc3C)nn2)cc(OC)c1	-15%[10.9 µM]	-2%	?	-23%
O=C(NC1CCCC1)c1ccc(CS(=O)(=O)c2cccc(C(F)(F)F)c2)o1	-7%	4%	-0.8%	20%
Cc1ccc(C(=O)NC(C)(COc2nonc2C)COc2nonc2C)cc1	-16%	-4%	2.0%	5%
Cc1ccc(-c2nnc(Nc3ccc(O)cc3)c3ccccc23)cc1S(=O)(=O)NCC1CCCO1 (stereo not drawn)	-7%[10.9 µM]	23%	?	5%
CN(C)CCCN1C(=O)C(=O)/C(=C(/O)c2ccncc2)C1c1cccc(Br)c1 (stereo not drawn)	-5%	9%	2.8%	0%
O=C(Cn1cccc1C(=O)c1ccccc1)NCc1cccs1	-12%	3%	2.1%	-5%
CCOc1ccc(/C=C/c2nc(C#N)c(N3CCCCC3)o2)cc1	22%[10.9 µM]	12%	-1.1%	-26%
CCN(CC)S(=O)(=O)c1ccc2c(c1)N(CC(=O)Nc1ccc(C)cc1C)C(=O)C1CCCN21 (stereo not drawn)	-6%[10.9 µM]	7%	-0.8%	5%
COc1ccc(NC(=O)c2oc3ccccc3c2C)c(OC)c1	-14%	-12%	0.7%	2%
CCOc1ccccc1NC(=O)CSc1nnc(Cc2cccn2C)n1-c1ccc(F)cc1	-17%	-6%	0.6%	6%

3 structures out of the list, ordered by length of the SMILES, rising:
SMILES	Imprint erasure	p53ts 32C kill	IkB signaling	p53ts 39C tox
CC1Cc2nc(SCC(=O)NC3CCCCC3)n(C)c(=O)c2S1 (stereo not drawn)	-6%	-9%	1.9%	-7%
Cc1nc2ccccc2n1CCc1nc2c3ccccc3nc(SCc3ccc(F)cc3)n2n1	-13%[10.9 µM]	14%	0.9%	?
CN(C)CCCN1C(=O)C(=O)/C(=C(/O)c2ccncc2)C1c1cccc(Br)c1 (stereo not drawn)	-5%	9%	2.8%	0%
